Screens deposited in PubChem BioAssay by Sanford-Burnham Center for Chemical Genomics.
697 NFkB inh = inhibitors of the PMA/ionomycin-induced NF-kB reporter in 697 B cells. 697 B-cell NF-kB luciferase reporter, 16 h. inhibition, % at 4 µM. 330,000 tested, 0.33% active. AID 435022; in the data active = inhibition above about 35%
UBC13 inh = inhibitors of human UBC13 polyubiquitin chain formation | TR-FRET | inhibition, % at 20 µM | 330,000 tested, 0.47% active | P61088; in the data active = inhibition above about 45%, passing the limit was not always enough
Target sequence (P61088 whole entry, looked up): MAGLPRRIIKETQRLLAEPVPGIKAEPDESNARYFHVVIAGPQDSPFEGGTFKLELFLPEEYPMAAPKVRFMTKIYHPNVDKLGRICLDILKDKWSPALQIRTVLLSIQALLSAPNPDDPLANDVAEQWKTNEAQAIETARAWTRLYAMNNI
APJ antagonist = APJ receptor antagonism. 330,000 tested, 0.32% active. CHO-K1 APJ beta-arrestin complementation, luminescence. inhibition, % at 20 µM. P35414;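 active = inhibition above about 40% at 20 µM, limit read from the data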;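 note: cells challenged with 10 nM apelin-13 agonist together with compound; plate controls were apelin-13 plus DMSO wells for no effect and DMSO wells lacking apelin-13 for full effect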
Target sequence (P35414 whole entry, looked up): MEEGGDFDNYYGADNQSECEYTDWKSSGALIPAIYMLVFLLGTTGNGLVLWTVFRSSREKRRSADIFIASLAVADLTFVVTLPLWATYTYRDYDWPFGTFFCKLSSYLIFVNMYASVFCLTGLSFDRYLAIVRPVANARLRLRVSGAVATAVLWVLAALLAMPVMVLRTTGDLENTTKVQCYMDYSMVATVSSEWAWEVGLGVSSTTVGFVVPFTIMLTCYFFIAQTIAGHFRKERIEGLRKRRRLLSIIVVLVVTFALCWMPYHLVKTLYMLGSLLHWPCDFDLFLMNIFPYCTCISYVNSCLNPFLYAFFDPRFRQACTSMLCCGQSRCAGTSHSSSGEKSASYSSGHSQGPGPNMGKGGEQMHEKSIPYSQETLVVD
EBI2 block = blocks human EBI2 receptor beta-arrestin signaling; EBI2 beta-arrestin recruitment, luminescence, 7a,25-OHC stimulated; inhibition, % at 5 µM; 360,000 tested, 0.81% active; AID 651636; in the data active = inhibition above about 38%;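 note: enzyme fragment complementation signal reports receptor beta-arrestin coupling in cells; 0% = agonist plus DMSO wells and 100% = wells without agonist; some results beyond the cut were filed as inactive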
CCR6 antagonist = CCR6 (human) receptor antagonism; inhibition, % at 20 µM; P51684; 340,000 tested, 0.49% active; CHO-K1 CCR6 PathHunter beta-arrestin, luminescence, CCL20-stimulated;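 active = compounds whose inhibition of the agonist-driven luminescence signal at 20 µM reaches about 50%, limit read from the data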;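 note: cells stimulated with CCL20 at 14 nM final; plate controls were DMSO with CCL20 for no effect and DMSO without agonist for full effect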
CXCR6 inh = CXCR6 (human) receptor inhibition; inhibition, % at 20 µM; O00574; CHO-K1 PathHunter CXCR6 beta-arrestin, luminescence; AID 602244; 360,000 tested, 0.36% active; in the data active = inhibition above about 34%, passing the limit was not always enough;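 note: antagonist mode with CXCL16 agonist at 10 nM final; 0% = 10 nM CXCL16 with DMSO and 100% = unstimulated wells without agonist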
Target sequence (O00574 whole entry, looked up): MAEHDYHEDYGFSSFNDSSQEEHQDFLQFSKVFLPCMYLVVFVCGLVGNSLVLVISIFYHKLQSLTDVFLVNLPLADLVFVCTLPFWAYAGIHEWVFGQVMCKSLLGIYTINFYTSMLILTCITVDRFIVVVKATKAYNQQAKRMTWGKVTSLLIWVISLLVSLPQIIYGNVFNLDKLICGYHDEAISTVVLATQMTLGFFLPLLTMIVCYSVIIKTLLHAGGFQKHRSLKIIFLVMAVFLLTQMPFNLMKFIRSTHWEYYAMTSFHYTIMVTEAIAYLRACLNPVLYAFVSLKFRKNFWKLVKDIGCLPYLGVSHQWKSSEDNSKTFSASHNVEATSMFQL
Gli-Sufu antag = antagonists of Gli-Sufu signaling. Sufu-KO-LIGHT fibroblasts, Gli luciferase reporter luminescence. inhibition, % at 5 µM. 340,000 tested, 0.74% active. AID 588413;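 active = inhibition above about 55%, limit read from the data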;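 note: 0% = DMSO-treated cells and 100% = wells with medium but no cells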
Jurkat NFkB inh = lowers PMA/ionomycin-induced NF-kB signal in Jurkat cells | PMA/ionomycin-induced NF-kB luciferase reporter, luminescence | inhibition, % at 4 µM | 330,000 tested, 0.53% active | AID 435003; in the data active = inhibition above about 50%
An asterisk follows results filed as active; i = inactive; . = not tested or not shown; & = joins results of further samples.

Second line of a record: 697 NFkB inh, UBC13 inh, APJ antagonist, EBI2 block, CCR6 antagonist, CXCR6 inh, Gli-Sufu antag, Jurkat NFkB inh
O=C1c2cc(S(=O)(=O)N(CCO)CCO)ccc2-c2ccc(S(=O)(=O)N(CCO)CCO)cc21
    -12, -30, -18, -3, 1, -16, 7, -2
COc1ccc2c(c1)CC/C2=N\NC(=O)c1ccccc1
    -51, -9, -4, -10, 18, 4, -33, -63
CCOC(=O)c1cc2cc(CC(=O)c3ccc(OCC)cc3O)ccc2o1
    14, 2, -6, -4, -1, -6, -7, 2
COc1ccc(N2CCN(C(=O)c3ccc4nc(N5CCCCC5)sc4c3)CC2)cc1
    -84, 15, 21, 4, 4, 7, -30, -34
N#Cc1cnn(Cc2ccccc2)c1/N=C/N1CCOCC1
    -2, 5, 1, 2, -12, -3, 10, -5
COc1ccc(S(=O)(=O)N(C)CC(=O)NCCc2ccccc2)cc1OC
    8, -2, -7, -4, 2, -3, 2, -6
O=C(C1CCCN(C2CC(=O)N(c3ccc(Cl)cc3)C2=O)C1)N1CCCC1 (stereo not drawn)
    16, 3, -7, -3, -10, 2, 1, 7
Brc1cccc(CNn2cnnc2)c1
    -10, 0, -2, 1, -3, -1, -2, 3
CC(C)N(C(=O)CSc1nnc(CSc2ncccn2)n1C)C(C)C
    16, 11, 10, -8, 11, 5, -1, 6
O=C(NCCN1CCOCC1)C1CCN(c2ncnc3c2sc2cccc(F)c23)CC1
    -32, 21, -1, -14, 11, -6, 18, 2
C[C@@H]1CC=C[C@H]2[C@H]1C(=O)N(Cc1ccccc1)[C@H]2c1cccc([N+](=O)[O-])c1
    -33, 12, -35, 5, 19, 12, 10, 9
O=C(O)C1CC=CCC1C(=O)N1CCCC1 (stereo not drawn)
    28, 3, 0, 1, -8, -6, 8, 13
O=C(Nc1ccccc1)Nc1ccc(C(=O)N2CCCC2)cc1
    -75, -16, 15, -3, -1, -7, -71, -94
CCNc1nc(C)nc2c1cnn2C
    ., ., ., -24, -4, -8, 5, .
O=C(NCC1CCCO1)C(c1ccc(N2CCOCC2)cc1)N(C(=O)Cn1nnc2ccccc21)c1ccccc1F (stereo not drawn)
    17, -1, 13, -7, 11, -2, -9, 6
CC(=O)Nc1ccc(C(=O)OCCCOC(=O)c2ccc(NC(C)=O)cc2)cc1
    3, 6, -46, 5, -3, -4, 3, 3
COc1ccc(C(CCN2CCOCC2)c2c(O)cc(OC)cc2OC)cc1 (stereo not drawn)
    16, 8, 6, 5, -5, -3, -14, 14
COc1ccc(NC(=O)C2CCN(C(=O)Cc3ccccc3)CC2)c(OC)c1
    12, -1, 0, 8, 6, 4, 0, 5
CCSc1nnc(NC(=O)c2ccccn2)s1
    -114, -46, 44*, 8, 37, 24, -5, -15
CCOCCCNC(=O)c1cn(C)c2ccc(S(=O)(=O)N3CCCC3)cc2c1=O
    17, -4, 17, 2, 0, 7, 1, -7
CCOc1ccccc1NC(=O)C(Sc1nnnn1C)c1ccccc1 (stereo not drawn)
    17, 12, -13, 9, 14, 3, 0, 0
Cc1ccc2nc3n(c(=O)c2c1)CCC3
    10, 0, 9, -5, 4, -7, -5, -5
COc1ccc(S(=O)(=O)Nc2nc3ccccc3s2)cc1
    0, -16, 11, 1, -9, -3, 3, -11
Cc1ccc2c(c1)-n1c(nc3cc(C)ccc3c1=O)C(Cc1ccccc1)NC2=O (stereo not drawn)
    14, 17, 0, ., ., ., ., -12
Cc1cccc(NC(=O)c2ccccc2OCC(=O)N2CCCC2)c1C
    7, 4, 12, ., ., ., ., 3
CCC(C)[C@H](NC(=O)N1CCCC1)C(=O)O (stereo partly drawn)
    2, -3, 3, -5, -1, -6, 5, -7
CC(=O)Nc1ccc(S(=O)(=O)NCCc2csc(-c3cccnc3)n2)cc1
    -6, -5, 1, 9, -11, 1, 4, 6
COc1cccc(/C=C/C(=O)OCC(=O)Nc2ccccc2Sc2ccccc2)c1
    -2, 8, 0, 4, 6, 8, 19, 18
Cc1ccc(CSC2=CS(=O)(=O)c3ccccc3N2)cc1
    -15, -2, -5, 5, 11, -3, 7, 4
COCCN1C(=O)c2oc3cc(C)c(C)cc3c(=O)c2C1c1ccc(O)cc1 (stereo not drawn)
    7, 3, 0, 5, 8, 8, 6, 5
O=S(=O)(c1cccc(S(=O)(=O)N2CCCC2)c1)N1CCCCC1
    12, 2, 17, -6, 8, 1, 1, 14
Nc1ncc(C(=O)O)c(-c2ccccc2)n1
    ., ., ., -12, -8, -1, 2, .
Cc1c(C2(O)CCCCC2)[nH]c2ccc(C(F)(F)F)cc12
    -357, 11, -4, -49, 4, -10, -3, -57
CN1CCN(S(=O)(=O)c2ccc(Br)s2)CC1
    -9, 14, 1, -15, -3, -2, 2, -21
CCSc1nnc(-c2ccccc2N)c(=O)[nH]1
    -8, 1, -24, -4, 2, 4, 5, -14
Cc1ccccc1N1C(=O)C2C3CC(=O)C(c4ccccc43)C2C1=O (stereo not drawn)
    23, -1, -7, -15, -15, -4, -18, 8
COc1cc(-c2noc(C)c2C#Cc2ccccn2)cc(OC)c1OC
    -26, 5, 9, -4, 16, -10, 24, 60*
O=C(Nc1ccc(Cl)cc1Cl)NC1CCCC1
    -49, -15, 13, 2, 19, -2, -13, -26
O=C1/C(=C\c2ccco2)NC(=S)N1c1ccccc1
    -20, -28, -7, 4, 24, 13, -13, -10
O=C(Cc1c(F)cccc1Cl)Nc1ccc(-n2cnnn2)cc1
    23, 1, -4, -6, 3, -4, -21, 0

Profiles, quoted from the list. Order of values: 697 NFkB inh, UBC13 inh, APJ antagonist, EBI2 block, CCR6 antagonist, CXCR6 inh, Gli-Sufu antag, Jurkat NFkB inh
`O=S(=O)(c1cccc(S(=O)(=O)N2CCCC2)c1)N1CCCCC1` reads 12, 2, 17, -6, 8, 1, 1, 14
`O=C(Cc1c(F)cccc1Cl)Nc1ccc(-n2cnnn2)cc1` reads 23, 1, -4, -6, 3, -4, -21, 0

New compounds follow
Second line of a record: 697 NFkB inh, UBC13 inh, APJ antagonist, EBI2 block, CCR6 antagonist, CXCR6 inh, Gli-Sufu antag, Jurkat NFkB inh
CC1(C)Oc2ccc3ccc(=O)oc3c2/C(=C/Nc2ccc(O)cc2)C1=O
    -11, 12, -3, 17, 21, 5, -3, 0
COc1ccccc1NC(=O)Cc1csc(NC(=O)c2ccccc2)n1
    -6, 3, 8, -2, 16, -9, 5, 2
O=C(NC12CC3CC(CC(C3)C1)C2)c1cccc([N+](=O)[O-])c1
    -42, -11, -17, -14, 4, 10, 4, -6
O=C(c1ccc([N+](=O)[O-])o1)N1CCN(c2nc3ccc(F)cc3s2)CC1
    -5, -20, -26, -5, -1, -20, 29, 39
COc1ccc(N2C(=NC(=O)CCC3CCCC3)SC3CS(=O)(=O)CC32)cc1 (stereo not drawn)
    -7, 7, 16, -10, 0, 2, 10, 9
O=C(CSc1nc(O)cc(=O)[nH]1)N1CCCc2ccccc21
    -4, -5, 1, 2, 4, 6, 32, -5
Cc1ccc(CN2C(=O)CCC2C(=O)NCCCN2CCOCC2)cc1 (stereo not drawn)
    11, -1, 0, -8, -7, -8, 7, -2
C/C=C/C=C/C(=O)Nc1cccc(C2=NOC3(C2)C[C@H](C(N)=O)N(C(=O)CC(c2ccccc2)c2ccccc2)C3)c1 (stereo partly drawn)
    1, -28, 4, ., ., ., ., 10
O=C(Cc1ccccc1)Nc1nnc(-c2ccccc2)o1
    -9, -1, 5, -5, 2, 6, 7, 6
CN(CC(=O)Nc1ccc(OC(F)(F)F)cc1)S(=O)(=O)c1cnc[nH]1
    -6, 0, -30, -1, -8, 9, -12, 5
CC(=O)c1c(C)n([O-])c2ccccc2[n+]1=O
    -52, -26, -23, 1, 1, 18, 2, -8
CC(C)N(C)CCOC(=O)C1COc2ccccc2O1 (stereo not drawn)
    -7, 0, -2, 0, -8, 7, -5, 0
Cc1ccc(C)c(C2=CSC3=NS(=O)(=O)CCN23)c1
    -16, 4, 11, 3, 17, -2, 0, -13
O=C(NCCCNC(=O)c1ccco1)c1ccc(Cl)c(Cl)c1
    13, 1, -8, 0, 10, 5, 12, 17
Cc1nc(C(F)(F)F)ccc1C(=O)Nc1ccccc1N1CCOCC1
    -17, -2, 0, 2, -2, -7, 16, -12
CCc1cccc(C)c1NC(=O)CSc1ncn[nH]1
    8, 0, 3, -10, 0, -6, -1, 0
COc1ccc(C(=O)C[n+]2cc(-c3ccc(OC)cc3)n3c2CCCC3)cc1
    -19&6, 1&8, 3&-9, -6&-1, 10&9, -1&5, 73*, 37&11
NC(=O)c1nnsc1-c1ccco1
    ., ., ., 7, 7, 7, 0, .
Cc1ccc(C2=NN(Cc3nnc(-c4ccccc4)o3)C(=O)SC2)cc1
    6, -4, -22, -1, 9, -8, -7, 14
CCOC(=O)c1ccc(COC(=O)CNC(=O)CNC(=O)Cc2ccccc2)cc1
    -7, -8, 5, -7, 10, 1, -10, 0
Cc1ccc(-c2c(C(=O)N/N=C/c3ccsc3)nnn2-c2nonc2N)cc1
    12, -6, 10, -7, -3, -33, -19, 7
CCC(CCC(=O)NNC(=O)Cc1ccc([N+](=O)[O-])cc1)C(=O)O (stereo not drawn)
    18, 0, -6, -1, 5, -2, 3, 12
O=C(O)C1C2CC2CN1C(=O)c1ccc(Cl)cc1Cl (stereo not drawn)
    7, -3, -5, 2, 18, 0, -6, 8
O=C(NCc1ccco1)c1ccc2c(c1)N(Cc1ccccc1)C(=O)CS2
    7, -10, 8, 6, -1, -4, -14, -6
CC(=O)N1CCc2c(sc(NC(=O)C3CCCN3S(=O)(=O)c3cccs3)c2C(N)=O)C1 (stereo not drawn)
    14, -1, 16, 0, 4, 5, -1, 1
CCNc1nc(NCC)nc(C(=O)Nc2ccccc2)n1
    21, -2, -9, -6, 11, -1, -11, 3
CCOc1cc(N2CCOCC2)c(OCC)cc1NC(=O)c1ccc(NC(C)=O)cc1
    0, -14, -4, 2, 1, -2, 8, -12
O=C(c1ccco1)N1CCN(c2cc(N3CCOCC3)c(F)cc2[N+](=O)[O-])CC1
    -25, -18, -13, 4, 22, 6, 14, -27
CCN(C(=O)COC(=O)/C=C/c1ccco1)c1c(N)n(Cc2ccccc2)c(=O)[nH]c1=O
    ., ., ., 2, -1, -12, -13, .
O=C1CC2(CC(c3ccc(Cl)cc3)=NO2)C(=O)N1c1ccccc1 (stereo not drawn)
    -6, 2, -1, 0, 8, -3, 0, 8
Cc1ccc(NC(=O)C2CCCN(S(=O)(=O)c3c(C)noc3/C=C/N(C)C)C2)c(C)c1 (stereo not drawn)
    -3, -6, 23, 1, 7, 8, 7, 6
CN(C)C(=O)CSc1nc(SCC(=O)N(C)C)n(-c2ccccc2)n1
    -11, -8, -5, -10, 0, 7, 0, -9
CC(C)(C)OC(=O)N1CCC(C(=O)N[C@@H](Cc2c[nH]c3ccccc23)C(=O)O)CC1
    17, 2, 7, -8, 3, 0, 6, -6
Cc1cc(NC(=O)CS(=O)(=O)c2cn(Cc3ccc(F)cc3)c3ccccc23)no1
    -4, 6, 7, 9, 12, 2, 6, 9
CC(=O)Oc1ccc(N2C(=O)C3C4C=CC(O4)C3C2=O)cc1 (stereo not drawn)
    -4, 2, 11, 0, -11, 4, -2, -8
COc1ccc(CCC(=O)Nc2nc(-c3ccncc3)cs2)cc1
    16, -4, -17, ., ., ., ., -15
Oc1ccc(Br)cc1-c1cc(-c2ccc(Cl)cc2)n[nH]1
    -58, 5, -33, 27, -19, 4, -1, -32
c1ccc2c(c1)CCCC2NC1=NCCC1 (stereo not drawn)
    25, -11, -67, -9, -5, -10, -9, 3
Cc1ccc2nc(SC(C(=O)c3ccccc3)c3ccccc3)nc(C)c2c1 (stereo not drawn)
    9, -9, 1, 1, -4, 11, 12, -3
O=C(NCCc1ccccc1)C(=O)NCCC1CCCCN1S(=O)(=O)c1ccccc1 (stereo not drawn)
    6, 0, -2, 10, 14, -2, 8, 13
COc1cc(OC)cc(C(=O)NCC(=O)OCC(=O)c2cc(OC)ccc2OC)c1
    14, -3, 7, -7, 19, -12, -1, 3
Cc1ccc(OCCn2cc(C(=S)N3CCCC3)c3ccccc32)cc1C
    i, -13, -12, 8, 14, 2, 0, -58
C[C@@](Cc1ccc(O)c(O)c1)(NN)C(=O)O
    ., ., ., -2, -4, 0, 0, .
CCOc1ccc(C(=O)Nc2cccc3ncccc23)cc1Cl
    -60, -8, 7, -5, -5, 4, 16, -7
COC(=O)c1sccc1NC(=O)CNC(=O)c1ccccc1
    27, 2, 8, -9, 5, -10, 2, -2
